# Screens deposited in PubChem by several laboratories.
# M1 agonist – agonists of M1 muscarinic receptor. CHO-M1 cells, Fluo-4 calcium fluorescence, agonist mode; stronger effect = higher value. B-score at 10 µM. 64,000 tested, 3% active;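 active = fluorescence rise, raw or as B-score row- and column-corrected plate score, outside the 99.7% band of its plate's samples, either direction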
# 5HT1a ag – activates the human 5-HT1a serotonin receptor; CHO 5-HT1a Ga15 NFAT-bla reporter, FRET ratio; 0% basal, 100% maximal reference agonist; activation, % at 10 µM; 65,000 tested, 0.56% active; AID 567; P08908;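 active = activation above the screen-wide mean activation plus 3 SD, cut at about 19% in these data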;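 note: 0% = DMSO wells and 100% = 5-CT at EC100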
# D1 allo mod – D1 dopamine receptor (human) allosteric modulation; AID 641; 58,000 tested, 5.9% active; HEK293 D1, CRE-luciferase, dopamine EC30 potentiation; actives deviate in either direction; P21728; B-score at 10 µM;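 active = luminescence count or its row- and column-corrected plate score outside the 99.7% band of the plate's sample wells, on either side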
# NADH coupling – blocks coupling enzymes of NAD/NADH assays | coupled PK/LDH NADH assays, four targets | IC50, µM (highest dose often 10 µM), inactives show top-dose inhibition | 65,000 tested, 0.02% active;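 active = single-dose screening hits from any of four coupled enzyme assays that gave an IC50 when retested across doses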;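 note: the DPM-DC format reads NADH fluorescence rather than 340 nm absorbance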
# Her2 expr inh – inhibitors of human Her2 kinase expression; SKBR-3 HER2 protein level, AlphaScreen, 18-24 h; stronger effect = lower value; 65,000 tested, 0.69% active; P04626; HER2 level % of control, % at 10 µM;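 active = HER2 level under 5% of the carrier-only control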;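 note: 100% = DMSO carrier and 0% = 500 nM PU-H71 HSP90 inhibitor; lower value means stronger loss of Her2 protein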
# Target sequence (P04626 whole entry, looked up): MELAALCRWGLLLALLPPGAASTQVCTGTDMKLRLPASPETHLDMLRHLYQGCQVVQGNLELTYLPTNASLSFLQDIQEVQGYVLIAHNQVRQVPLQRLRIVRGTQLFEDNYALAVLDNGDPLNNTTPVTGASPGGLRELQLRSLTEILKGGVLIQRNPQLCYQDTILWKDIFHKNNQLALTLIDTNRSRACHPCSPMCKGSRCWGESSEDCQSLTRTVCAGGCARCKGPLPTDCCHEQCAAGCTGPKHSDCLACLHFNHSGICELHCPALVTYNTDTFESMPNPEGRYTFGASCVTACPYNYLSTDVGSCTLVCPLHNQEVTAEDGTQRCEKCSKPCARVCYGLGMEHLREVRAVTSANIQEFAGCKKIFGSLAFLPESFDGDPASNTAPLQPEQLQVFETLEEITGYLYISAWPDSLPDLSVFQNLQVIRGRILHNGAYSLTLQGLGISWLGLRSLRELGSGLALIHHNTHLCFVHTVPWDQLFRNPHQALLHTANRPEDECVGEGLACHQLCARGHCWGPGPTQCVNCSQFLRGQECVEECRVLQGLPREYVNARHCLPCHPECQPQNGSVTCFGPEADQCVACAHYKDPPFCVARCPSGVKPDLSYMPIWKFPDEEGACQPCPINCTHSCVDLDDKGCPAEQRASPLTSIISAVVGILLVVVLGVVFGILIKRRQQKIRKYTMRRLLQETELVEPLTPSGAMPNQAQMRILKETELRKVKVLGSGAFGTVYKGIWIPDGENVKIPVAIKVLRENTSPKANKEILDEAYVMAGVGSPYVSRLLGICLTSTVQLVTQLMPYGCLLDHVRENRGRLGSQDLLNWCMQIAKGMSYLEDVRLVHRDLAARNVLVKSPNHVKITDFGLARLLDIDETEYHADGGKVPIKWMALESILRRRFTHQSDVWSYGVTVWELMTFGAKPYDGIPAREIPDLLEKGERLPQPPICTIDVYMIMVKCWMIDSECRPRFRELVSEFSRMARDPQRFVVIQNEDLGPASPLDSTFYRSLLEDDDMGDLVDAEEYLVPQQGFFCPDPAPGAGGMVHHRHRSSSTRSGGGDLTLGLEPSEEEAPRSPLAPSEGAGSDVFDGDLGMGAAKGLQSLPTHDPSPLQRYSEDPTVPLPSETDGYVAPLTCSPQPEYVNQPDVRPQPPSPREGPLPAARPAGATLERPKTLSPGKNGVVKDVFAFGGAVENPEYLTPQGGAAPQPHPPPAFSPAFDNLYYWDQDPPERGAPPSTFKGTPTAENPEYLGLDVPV
# E coli RNAP – inhibitors of Escherichia coli RNA polymerase; inhibition, %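 (tested at 10 µM)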; P0A8V2; E. coli RNA polymerase, fluorescence transcription assay; 62,000 tested, 0.2% active; AID 559; in the data active = inhibition above about 20%;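 note: 0% = enzyme without compound and 100% = no enzyme blank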
# Hsp90 block – displaces geldanamycin probe from tumor Hsp90; P07900; NCI-N417 lysate Hsp90, Cy3B-geldanamycin FP displacement; inhibition, % at 30 µM; 64,000 tested, 0.35% active; AID 429;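 active = inhibition above 50%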;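 note: 0% = tracer plus lysate wells and 100% = tracer alone without lysate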
# Autofluor 339 – intrinsic fluorescence of library compounds, ex339/em460 – biochemical, MLSMR library, data from DPM-DC assay, artefact control, profiling panel | AID 709 | compound autofluorescence, ex339/em460 nm, NADH buffer; stronger effect = higher value; 1 = no-compound wells, NADH background | 65,000 tested, 5.5% active | fluorescence fold increase at 10 µM;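 active = at 10 µM, mean starting fluorescence two-fold or more over control wells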;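 note: signal is the first read of a kinetic run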
# M1 antagonist – blocks the rat M1 muscarinic receptor response to acetylcholine; CHO-M1 cells, Fluo-4 calcium, ACh EC80 antagonist mode; stronger effect = lower value; 64,000 tested, 3.4% active; B-score at 10 µM;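 active = calcium fluorescence response, raw or row-and-column corrected B-score, differing from the plate sample mean either way at a set confidence level, mostly lower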
# * marks the source's active call; other numbers are inactive results; nt = no result given; [ ] = remark or other dose.
SMILES,M1 agonist,5HT1a ag,D1 allo mod,NADH coupling,Her2 expr inh,E coli RNAP,Hsp90 block,Autofluor 339,M1 antagonist
CN1CCC(O)(c2ccccc2)C2CCCC21 (configuration not stated),0.44,-3.0,-0.48,0%,128,5,-3,1.1,-0.89
O=C(c1ccc(CS(=O)(=O)c2ccc(Br)cc2)o1)N1CCC2(CC1)OCCO2,-1.2,0.1,0.43,7%,98,5,-5,1.1,-0.53
CC(=O)Nc1ccc2c(c1)CC1(C(=O)N(C)C(=O)N(C)C1=O)C1CCCN21 (configuration not stated),-0.34,-3.2,-0.2,3%,84,-3,-6,1.2,0.11
CC(=O)c1c(O)n(C2CCCCCC2)c(=O)[nH]c1=O,-0.0086,-4.6,-0.11,1%,70,1,-5,1.1,-0.61
COc1cc2[nH]c(=O)n(-c3cccc(Cl)c3)c(=O)c2cc1OC,0.23,-0.7,nt,2%,120,3,1,1.6,0.98
O=C(Nc1ccncc1)c1c(O)c2ccccc2n(Cc2ccccc2)c1=O,0.05,-0.2,nt,3%,91,4,1,1.1,-0.36
O=C(c1ccc2c(=O)n(Cc3ccc4c(c3)OCO4)c(=S)[nH]c2c1)N1CCC2(CC1)OCCO2,0.37,1.9,-0.62,8%,93,-4,0,0.92,-1.8
CCOc1ccc2[nH]c(=O)c(CN(CCO)C3(c4nnnn4C4CCCCC4)CCCCC3)cc2c1,-0.63,1.8,-0.052,5%,46,7,-6,1.6,0.3
CC(=O)N1CN2CN(C(C)=O)CC(C(=O)c3ccccc3)(C2)C1,-0.46,-0.6,-0.00032,4%,112,6,2,1,0.85
CN1CCN(c2ncnc3ccc(Br)cc23)CC1,0.048,-0.9,-2.3,9%,115,-4,-1,0.83,-1.7
CCOc1ccccc1-n1c(O)c(C=NCCCN(CC)CC)c(=O)[nH]c1=O,-0.63,0.6,-0.22,5%,127,2,-3,1.1,0.8
Cc1cnn(C2CCN(C)CC2)c1N,0.15,-0.7,0.13,3%,99,0,0,1.1,0.98
Cc1ccc2nc(N3CCC(C(=O)N4CCC5(CC4)OCCO5)CC3)sc2c1,-0.049,-3.0,nt,8%,187,2,10,1.1,-1*
O=C1C2CCCN2C(c2cccnc2)N1c1ccc(Cl)c(Cl)c1 (configuration not stated),-0.082,-0.2,1.3,4%,120,-4,-1,1.2,0.017
COc1cc(C2NCc3ccccc3-n3cccc32)ccc1O (configuration not stated),-1,-1.7,-0.098,3%,103,10,-3,0.98,-1.1*
Cc1ccc(N2C(=O)CC(=O)NC2=O)cc1,0.32,-4.3,0.22,4%,80,-1,-4,1.1,-0.53
O=P1(Nc2ccc(F)cc2)COc2ccccc2OC1,0.26,0.6,nt,8%,86,7,1,1.1,-0.36
CCn1c(O)c(C=NCCc2c[nH]c3ccccc23)c(=O)[nH]c1=O,-0.39,0.1,0.041,3%,97,3,-4,1,-0.83
CCCCCCn1c(O)c(C=NCCCn2ccnc2)c(=O)[nH]c1=O,3.3,-0.6,0.54,2%,112,0,-3,1.1,0.25
CCCSc1nc(O)c(CC)c(=O)n1C(C)CC (configuration not stated),0.39,-2.7,1.6,3%,120,4,-2,1.1,-0.64
Cc1cc(NC(=O)CCC(=O)N2CCC3(CC2)OCCO3)no1,1.1,-2.6,0.063,4%,87,1,1,1.1,0.25
COc1ccc(OC)c(N2C(=O)NC(=O)C3(Cc4cc(C)ccc4N(C)C3)C2=O)c1 (configuration not stated),-1.3,0.8,0.14,7%,100,5,-7,1.1,-0.18
CN1CC[C@@]23CCCC[C@@H]2[C@@H]1Cc1ccc(O)cc13,0.069,-0.9,-1.1,1%,131,5,2,1,0.3
CCOc1ccc(Br)c(C2(O)CC(C)N(C)CC2C)c1 (configuration not stated),0.65,-1.8,-2.5,2%,114,9,-1,1,-1.2
O/N=C/c1c[nH]c2ccccc12,0.051,-3.3,0.065,7%,98,6,-11,1.1,-0.91
O=C(O)C(O)(c1ccccc1)C1CCCC1 (configuration not stated),0.43,-2.8,nt,7%,81,5,-2,1.1,-0.35
Cn1c(=O)cc(SCC(=O)N2CCC3(CC2)OCCO3)c2ccc(Cl)cc21,-1.2,-3.1,-0.73,4%,101,13,-1,1.1,0.025
COc1ccc(CN2CCN(C(=O)COc3cccc(C)c3)CC2)c(OC)c1,0.42,-2.9,nt,15%,87,6,-1,1,-0.22
C[C@H]1CCC[C@H](O)CCCCCc2cc(O)cc(O)c2C(=O)O1,-0.13,-2.7,0.011,4%,-10*,2,87*,1.1,2.4*
Nc1c(C(=O)NC2CCCC2)c2nc3ccccc3nc2n1CC1CCCO1 (configuration not stated),-0.053,28*,nt,11%[fluoresces],-28*,1,-5,3.7*,0.72
COCCCNC(=O)c1c(NC(=O)c2ccco2)n(Cc2ccccc2)c2nc3ccccc3nc12,1.3,13,2.3,9%[fluoresces],67,-8,2,3.8*,0.047
CCOC(=O)C(O)(c1cn(C)c2ccccc12)C(F)(F)F (configuration not stated),1.5,-2.2,-0.28,5%,90,1,-4,1.1,0.038
CC1CCCCN1CC(=O)c1ccc2cc[nH]c2c1 (configuration not stated),-0.23,-2.3,-0.32,13%,102,-4,-12,1.9,0.073
CCOC(=O)C1=C(N)Oc2c(c(=O)oc3ccccc23)C12C(=O)N(C)c1ccccc12 (configuration not stated),-1.5,-1.9,-0.85,7%,146,6,-4,1.1,0.037
COc1ccc(C(=O)C(Cc2ccccc2)N(C)C)cc1 (configuration not stated),0.31,-0.6,-0.29,2%,72,5,-5,1.1,-0.8
Cc1nn(-c2ccccc2)c2c1C(c1ccc3c(c1)OCO3)SCC(=O)N2 (configuration not stated),0.064,-1.1,-0.32,3%,93,12,1,1.1,0.073
O=c1[nH]c(=O)n(Cc2ccccc2)c(O)c1C=NCCN1CCOCC1,0.46,-0.8,0.66,3%,66,5,-3,1.1,-1
COC(=O)C(O)(c1c[nH]c2ccccc12)C(F)(F)F (configuration not stated),-0.48,1.4,nt,0%,114,3,-2,1.1,-0.11
CC(=NCCCN1CCOCC1)c1c(O)n(Cc2ccccc2)c(=O)[nH]c1=O,0.25,-0.9,0.093,2%,93,2,-2,1.1,-0.45
O=C(C1CC(c2ccc(Cl)c(Cl)c2)=NO1)N1CCC2(CC1)OCCO2 (configuration not stated),0.0069,-3.9,-0.045,3%,82,5,-2,1.1,-2
N=C(N)c1c(O)n(C2CCCCC2)c(=O)n(C2CCCCC2)c1=O,-0.63,4.5,1.9,2%,-6.5*,9,0,1,0.033
Nc1c(C(=O)OC2CCCCC2)c2nc3ccccc3nc2n1CC1CCCO1 (configuration not stated),4.1*,3.8,-1.5,10%[fluoresces],120,-13,-18,3.6*,0.2
CSc1nnc([C@@H](N)Cc2ccccc2)o1,0.097,-4.1,0.71,8%,98,0,0,1.2,0.36
O=C(CN1CC(c2ccccc2)CC1=O)Nc1cccc(F)c1 (configuration not stated),-0.81,0.5,nt,6%,84,4,-2,1.1,0.033
CCOC(=O)C(O)(c1ccc(N)c(OC)c1)C(F)(F)F (configuration not stated),-0.93,-0.8,-4.7*,7%,183,11,8,1.1,0.032
Cc1nc2ccccc2c(=O)n1-c1cccc(O)c1,-0.24,-2.1,-0.066,2%,112,10,-2,1.1,-0.43
O=c1c2ccccc2nc(-c2ccco2)n1-c1cccnc1,0.91,-1.0,1.8,0%,92,-6,-6,1,2.1
O=c1[nH]c(=O)n(Cc2ccco2)c(O)c1C=NC1CC1,-0.28,-2.4,-0.27,5%,132,2,-12,1,-0.16
COC(=O)c1ccc(N2C(=O)CC(N3CCC(n4c(=O)[nH]c5ccccc54)CC3)C2=O)cc1 (configuration not stated),0.79,0.9,0.076,4%,92,-2,-1,1.1,0.052
Cc1sc2c(c1C)C(c1cccs1)=NCC(=O)N2CC(=O)NCc1cccs1,0.22,-1.1,-1.2,3%,70,6,-1,1.1,-0.44

# Rewritten as tab-separated lines: part of the list above
SMILES	M1 agonist	5HT1a ag	D1 allo mod	NADH coupling	Her2 expr inh	E coli RNAP	Hsp90 block	Autofluor 339	M1 antagonist
Cc1cc(NC(=O)CCC(=O)N2CCC3(CC2)OCCO3)no1	1.1	-2.6	0.063	4%	87	1	1	1.1	0.25
COc1ccc(OC)c(N2C(=O)NC(=O)C3(Cc4cc(C)ccc4N(C)C3)C2=O)c1 (configuration not stated)	-1.3	0.8	0.14	7%	100	5	-7	1.1	-0.18

# Further results.
SMILES,M1 agonist,5HT1a ag,D1 allo mod,NADH coupling,Her2 expr inh,E coli RNAP,Hsp90 block,Autofluor 339,M1 antagonist
Cn1c(O)c(C=NCCCNC2CCCCC2)c(=O)n(C)c1=O,-0.015,-1.7,nt,3%,124,nt,-1,1.1,0.91
C(#CCN1CCOCC1)COC/C=C/c1ccccc1,-0.19,-0.9,0.57,2%,85,2,-3,1.1,0.24
CCCCn1c(NC(=O)c2ccco2)c(C(=O)OCC)c2nc3ccccc3nc21,6.6*,1.5,0.88,7%[fluoresces],80,-6,72*,3.8*,-0.37
O=C1OCCN1P(=O)(c1ccccc1)c1ccccc1,-0.012,-0.1,-0.63,4%,97,7,-1,1.1,-0.14
CC(=O)Nc1ccc(OC(=O)N2CCCCC2)cc1,0.13,-1.6,-0.01,1%,107,-1,-2,1,0.34
O=P(CN1CCN(c2ccccc2)CC1)(N1CCCCC1)N1CCCCC1,-0.22,1.4,0.88,4%,82,0,0,1.1,-0.038
Cc1ccc(C)c(CN2CCC(n3nnc4cc(F)ccc43)CC2)c1,0.21,-3.4,-0.63,4%,113,-3,-3,1.1,0.0013
COC(=O)CCCNC(=O)CN1CC(c2ccccc2)CC1=O (configuration not stated),0.069,-3.4,-0.86,7%,98,nt,-1,1.1,0.067
Cc1cccnc1NC1=NCC(C)S1 (configuration not stated),-1.5,-0.4,-1.1,2%,149,8,-2,1.1,-1.6
COc1ccc(C2NCc3ccc4c(c3-n3cccc32)OCO4)cc1OC (configuration not stated),-1.4,-1.7,-0.74,3%,90,-8,1,1.1,-4.4*
COc1ccc(C2=NCC(=O)N(CC(=O)NCc3ccco3)c3sc4c(c32)CCCC4)cc1,-0.61,1.3,-0.78,5%,79,8,-4,1,-0.63
CN(C)CP(=O)(Nc1ccccc1)N(C)C (configuration not stated),0.045,-0.6,-1.9,5%,75,5,-2,1.1,-0.32
C=CCn1c(O)c(C(CC)=Nc2ccccc2NC(C)=O)c(=O)[nH]c1=O,-0.74,-0.2,nt,7%,111,nt,-2,1.1,0.011

# Ordered by heavy-atom count (descending): part of the list above
SMILES,M1 agonist,5HT1a ag,D1 allo mod,NADH coupling,Her2 expr inh,E coli RNAP,Hsp90 block,Autofluor 339,M1 antagonist
COc1ccc(C2=NCC(=O)N(CC(=O)NCc3ccco3)c3sc4c(c32)CCCC4)cc1,-0.61,1.3,-0.78,5%,79,8,-4,1,-0.63
COc1ccc(C2NCc3ccc4c(c3-n3cccc32)OCO4)cc1OC (configuration not stated),-1.4,-1.7,-0.74,3%,90,-8,1,1.1,-4.4*
C=CCn1c(O)c(C(CC)=Nc2ccccc2NC(C)=O)c(=O)[nH]c1=O,-0.74,-0.2,nt,7%,111,nt,-2,1.1,0.011
Cn1c(O)c(C=NCCCNC2CCCCC2)c(=O)n(C)c1=O,-0.015,-1.7,nt,3%,124,nt,-1,1.1,0.91
C(#CCN1CCOCC1)COC/C=C/c1ccccc1,-0.19,-0.9,0.57,2%,85,2,-3,1.1,0.24
CN(C)CP(=O)(Nc1ccccc1)N(C)C (configuration not stated),0.045,-0.6,-1.9,5%,75,5,-2,1.1,-0.32
Cc1cccnc1NC1=NCC(C)S1 (configuration not stated),-1.5,-0.4,-1.1,2%,149,8,-2,1.1,-1.6

# The list is partial; count on the stated rates, not on these rows.
